# Compound activity from PubChem.
# TCR activator: activates T cell receptor signaling; Potency, µM (top dose mostly 9.22 µM), inactives show at the top dose activation of IL-2 secretion, actives largely listed as activators; primary human leukocytes, anti-CD3, IL-2 HTRF, 48 h; 330,000 tested, under 10 active; also: % of control where 0% means no effect
#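 IL-2 release read by HTRF sandwich (Eu cryptate donor, d2 acceptor, 665 nm emission) after 48 hr exposure of primary human leukocytes to compound together with anti-CD3 beads in the absence of co-stimulatory signals.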
# TSHR antagonist: blocks TSH signaling through the human TSH receptor | actives 0.2% (n = 330,000) | TSHR-expressing cells, TSH-stimulated cAMP HTRF, 2 h; stronger effect = lower value | activity change, negative = inhibition, % at 11.5 µM | AID 504810;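 active = activity change below a set negative limit, meaning inhibition stronger than a set level, cut at about -70% in these data; inconclusive = activity change between two set negative limits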; also: % is scaled to controls: 0 for no effect and ±100 for the full control effect
#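 Inhibition of cAMP made by TSHR-expressing cells under TSH stimulation (4nM final, EC80; 2 h, 37 deg C) is quantified with a one-step lysis HTRF kit, anti-cAMP cryptate versus cAMP-d2.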
# A-T KAP1 phos: candidate therapy for ataxia-telangiectasia; […] A-T fibroblasts, KAP-1 phosphorylation AlphaLISA; neocarzinostatin DNA damage 30 min before lysis; actives 0.19% (n = 320,000); Potency, µM (series often up to 57.5 µM), for inactives: at the top dose activation, most hits filed as activators; AID 485349; also: potency is read from the fitted curve at half-maximal effect; % of control where 0% means no effect; nearly all actives have a fitted effect of over 45% in size
#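 hTERT-immortalized A-T patient fibroblasts ([…]), 500 cells/well in OPTI-MEM, 1% FBS, got compounds for 60 min, then NCS for 30 min at 37C. Lysates were then assayed for phospho-KAP-1 by AlphaLISA (anti-pKAP1 donor, anti-KAP1 acceptor beads), 6 hr at 25C.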
# GALK inh: blocks human galactokinase activity; Purified GALK, Kinase-Glo residual ATP luminescence; P51570; AID 1868; actives 0.007% (n = 270,000); Potency, µM (highest dose often 57.5 µM), for inactives: top-dose activity change, negative = inhibition, most hits filed as inhibitors; also: potency is read from the fitted curve at half-maximal effect; % is scaled to controls: 0 for no effect and ±100 for the full control effect
#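 Kinase-Glo Plus luminescence measured ATP left after a 1 h room-temperature reaction. The reaction used 5 nM GALK, 100 uM galactose and 35 uM ATP at pH 8.0 (20 mM HEPES, 5 mM MgCl2, 60 mM NaCl, 1 mM DTT, 0.01% BSA).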
# hERG WT inh: KCNH2 (human, wildtype) channel inhibition; Q12809; U2OS, BacMam KCNH2, thallium flux FluxOr; stronger effect = lower value; activity change, % at 1.84 µM; actives 0.37% (n = 340,000); AID 720551;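 active = maximum activity change below -70%; inconclusive = maximum activity change between -70% and -50%; inactive = maximum activity change above -50%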; also: % is scaled to controls: 0 for no effect and ±100 for the full control effect
# Target sequence (Q12809 whole entry, looked up): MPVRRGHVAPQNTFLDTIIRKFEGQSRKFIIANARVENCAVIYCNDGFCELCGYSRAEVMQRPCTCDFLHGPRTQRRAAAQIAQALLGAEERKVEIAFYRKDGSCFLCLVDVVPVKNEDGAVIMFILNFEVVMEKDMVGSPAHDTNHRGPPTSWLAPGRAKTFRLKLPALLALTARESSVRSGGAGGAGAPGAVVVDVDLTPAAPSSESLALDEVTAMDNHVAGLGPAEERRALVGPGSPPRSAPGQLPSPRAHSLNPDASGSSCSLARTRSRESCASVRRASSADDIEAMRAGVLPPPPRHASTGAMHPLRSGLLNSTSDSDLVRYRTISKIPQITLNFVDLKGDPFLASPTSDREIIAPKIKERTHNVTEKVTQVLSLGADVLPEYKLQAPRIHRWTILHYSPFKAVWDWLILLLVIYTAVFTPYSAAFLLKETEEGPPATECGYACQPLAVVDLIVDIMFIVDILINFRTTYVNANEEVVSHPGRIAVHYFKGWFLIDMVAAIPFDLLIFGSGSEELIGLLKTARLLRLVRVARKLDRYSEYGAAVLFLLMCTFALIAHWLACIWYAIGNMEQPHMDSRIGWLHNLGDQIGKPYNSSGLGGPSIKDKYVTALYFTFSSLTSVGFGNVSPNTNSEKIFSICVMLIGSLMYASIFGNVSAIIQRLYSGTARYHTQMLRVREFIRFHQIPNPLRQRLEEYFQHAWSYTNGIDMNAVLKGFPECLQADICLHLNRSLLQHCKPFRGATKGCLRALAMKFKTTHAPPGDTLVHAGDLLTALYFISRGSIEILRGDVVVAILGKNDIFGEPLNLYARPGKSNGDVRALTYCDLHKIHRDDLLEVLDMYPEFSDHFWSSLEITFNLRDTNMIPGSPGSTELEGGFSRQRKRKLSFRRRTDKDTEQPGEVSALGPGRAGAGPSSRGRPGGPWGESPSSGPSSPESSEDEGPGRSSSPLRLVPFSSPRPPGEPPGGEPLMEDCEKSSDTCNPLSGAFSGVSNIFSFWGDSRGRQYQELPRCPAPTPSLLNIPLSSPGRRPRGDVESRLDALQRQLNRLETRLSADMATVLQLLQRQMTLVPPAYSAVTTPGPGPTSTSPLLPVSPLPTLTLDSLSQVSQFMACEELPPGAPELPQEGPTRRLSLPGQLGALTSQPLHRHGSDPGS
#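 U2OS cells transduced with wild-type KCNH2 virus are loaded with FluxOr dye for 45 min, and thallium flux is measured in kinetic reads before and after stimulation buffer. Rate constants are normalized to DMSO controls.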
# Giardia killer: kills Giardia lamblia. Giardia lamblia trophozoite viability. activity change, % at 7.66 µM, hits read low. actives 0.15% (n = 340,000). AID 540267; in the data active = activity change below about -80%; inconclusive = between about -30% and that limit;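 also: parasites exposed to compound for two days anaerobically before the ATP read; % is scaled to controls: 0 for no effect and ±100 for the full control effect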
#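 Each well holds 100 Giardia trophozoites and compound. After two days (48 hrs) at 37 deg C in anaerobic conditions, ATP is quantified by luminescence.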
# Coupling enz: counter-screen for Giardia aldolase inhibitors: coupling enzyme system. actives 0.67% (n = 290,000). coupling enzyme system counterscreen, AmpLite Red fluorescence. activity change, negative = inhibition, % at 58.2 µM, hits read low; in the data active = activity change below about -30%; also: % is scaled to controls: 0 for no effect and ±100 for the full control effect
#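 Counterscreen lacking aldolase: glyceraldehyde-3-phosphate coupling-enzyme reagent preincubated 10 min at RT with compound (at 57.5 uM final), then substrate/coupling system with AmpLite Red added; fluorescence read at 525/598 nm after 20 min RT.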
# Tb PFK block: T. brucei PFK enzyme inhibition. O15648. T. brucei PFK, ADP-Glo luminescence. Potency, µM (top dose mostly 57.5 µM), without a hit: at the top dose activity, negative = inhibition, usual class: inhibitors. actives 0.17% (n = 330,000);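 also: potency is read from the fitted curve at half-maximal effect; 0% = uninhibited 1x PFK enzyme wells and -100% = no-enzyme wells; nearly all actives have a fitted effect of over 60% in size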
#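 Luminescent ADP detection (ADP-Glo, two-step: ATP depletion then ADP-to-ATP conversion for luciferase) reported PFK activity after 45 min room-temperature reaction of 1.25 nM enzyme with 0.5 mM F6P and 0.1 mM ATP at pH 8.0.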
# BCR signal inh: blocks chronic active B-cell receptor signaling; actives 0.05% (n = 340,000); AID 493014; Potency, µM (highest dose often 46.1 µM), inactives show at the top dose ratio change, negative = lower green/red ratio, actives largely listed as inhibitors; ABC-DLBCL IkBa-CBG/CBR reporter, luminescence ratio, 4 h; active = well fitted inhibition curve with a large enough effect in the signal ratio, with a control signal flat, not every such curve was filed as active; inconclusive = small, poorly fitted or top-dose-only effect, or effect the other way, or a change in a side signal; the % refers to the signal ratio;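 also: potency is read from the fitted curve at half-maximal effect; plate controls were basal doxycycline-induced cells for no effect and cells given 10 µM MG132 for full effect; MG132 reads +100%, hits lower the ratio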
#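 Cell line TMD8 (human ABC DLBCL), stably expressing tet-inducible CBG68-IkBa fusion and CBR; IMDM/0.5% FBS; cpd up to 46 uM; dox induction, 4 h, 37C/5% CO2; dual luminescence; green/red ratio; MG132 control.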
# CXXC DNA block: MLL CXXC-DNA interaction inhibition; Potency, µM (titrated, usually from 115 µM), inactives show at the highest dose activity change, negative = inhibition, usual class: inhibitors; Q03164; MLL-CXXC / FITC-HOXA9 DNA fluorescence polarization; actives 0.037% (n = 290,000); active = well fitted inhibition curve with a large enough effect in the polarisation, with a control signal flat, not every such curve was filed as active; inconclusive = small, poorly fitted or top-dose-only effect, or effect the other way, or a change in a side signal; inactive = no such curve, though single readings can be large or run the other way; the % refers to the polarisation; also: potency is read from the fitted curve at half-maximal effect
#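 Fluorescence polarization: 7 uM MLL-CXXC (stock) preincubated 5 min with compounds, then 50 nM fluorescein-HOX-A9 DNA (stock) added; 30 min ambient. Buffer 50 mM Tris-HCl pH 7.5, 50 mM NaCl, 1 mM DTT, 0.05% BSA.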
# * = called active by the depositor; i = inactive; ? = inconclusive; · = no result given; [ ] = dose if it differs, or a comment. Unless noted, calls follow the shape of the dose curve; as a rule, active = well fitted curve in the direction sought with a large enough effect; inconclusive = small, poorly fitted or top-dose-only effect, or another doubt; inactive = no such curve, though single readings can be large; an effect the other way counts as inactive or inconclusive.
SMILES,TCR activator,TSHR antagonist,A-T KAP1 phos,GALK inh,hERG WT inh,Giardia killer,Coupling enz,Tb PFK block,BCR signal inh,CXXC DNA block
Cc1ccc(NC(=O)CCNS(=O)(=O)c2ccc3c(c2)oc(=O)n3C)c(C)c1,3%,2,3%,-1%,-17,-8,1,-6%,11%,1%
CC1=C(C(N)=O)C(c2ccccc2)n2nc(-c3cccs3)nc2N1 (stereo not drawn),9%,11,-11%,1%,0,-1,1,0%,?,4%
Cc1ccnc(Nc2nc(-c3ccccc3)cs2)c1,·,-31,4%,-1%,-3,?,1,2%,?,11%
CCOc1ncccc1C(=O)Nc1cc(C(F)(F)F)ccc1N1CCOCC1,16%,1,15%,·,-3,-16,·,-4%,1%,·
COCCCNC(=S)N1CCN(c2nc(-c3ccc(F)cc3)cs2)CC1,2%,-47,13%,-2%,5,-11,-5,3%,0%,3%
Cn1c(C(O)c2ccc3c(c2)OCO3)nc2ccccc21 (stereo not drawn),-2%,-2,2%,-2%,0,-3,2,1%,?,0%
CC1CN(C(=O)CSc2nnc(-c3ccccc3)o2)CC(C)O1 (stereo not drawn),7%,-10,3%,4%,15,-13,·,0%,-7%,0%
CC1CCCCC12NC(=O)N(CC(=O)c1ccc[nH]1)C2=O (stereo not drawn),8%,-1,-1%,-3%,-1,-13,-5,2%,0%,7%
COc1ccc(OC)c(NS(=O)(=O)c2ccc(NC(C)=O)cc2)c1,-4%,6,1%,1%,0,5,2,-2%,-3%,-1%
O=C(COC(=O)Cc1ccc(F)cc1)NCc1ccco1,6%,2,-2%,-6%,·,37[activator],2,?,-2%,-22%
O=S1(=O)CC2N=C(N(Cc3ccc(F)cc3Cl)c3ccccc3F)SC2C1 (stereo not drawn),-4%[46.1 µM],0,7%,1%,-90*,3,2,0%,-7%,10%
COc1cccc(CN(C)C(=O)c2cccc(S(=O)(=O)N3CCN(Cc4ccccc4)CC3)c2)c1OC,0%,-17,8%,·,-31,0,·,7%,1%,·
O=C(CC1SC(=NCC2CCCO2)NC1=O)Nc1cc([N+](=O)[O-])ccc1Cl (stereo not drawn),·,3,8%,-2%,8,5,-4,-4%,-5%,8%
COc1cccc(C(=O)N2CCOCC2)c1,-2%,5,-2%,7%,-2,3,2,2%,-21%,4%
O=C(O)CC(NC(=O)CCC1CCCCC1)c1cc([N+](=O)[O-])ccc1Cl (stereo not drawn),-1%,8,6%,-1%,-4,8,12,?,13%,-1%
CNC(=O)c1ccsc1NC(=O)c1sc2ccccc2c1Cl,-4%,-15,0%,·,-2,-8,4,-5%,6%,14%
CCOC(=O)CSc1nnc(-c2cccnc2)n1C,0%,3,4%[11.5 µM],-1%,-10,-2,3,-5%,-13%,-13%
Cc1ccc(Cl)cc1NC(=O)C(=O)N1CCCCC1,2%,11,3%,2%,-9,-5,0,-9%,2%,60%[activator]
O=C(CSc1nnc(-c2ccccn2)n1Cc1ccccc1)N1CCOCC1,-2%,-1,2%,1%,·,-25,1,-1%,3%,-6%
Cc1ccc(S(=O)(=O)NC(=O)NCc2ccc(F)cc2)cc1,-6%,5,-1%,0%,4,31[activator],11,9%,2%,12%
O=C(c1ccco1)N1N=C(c2ccncc2)CC1(O)C(F)(F)F (stereo not drawn),-3%,12,-2%,1%,i,23,2,-1%,-15%,1%
O=C(CN1C(=O)NC(CCc2ccccc2)C1=O)N1CCCCCC1 (stereo not drawn),0%,·,-4%,·,-3,22,·,3%,1%,·
CCOC(=O)C1CCCN(C(=O)c2cccc(S(=O)(=O)N3CCOCC3)c2)C1 (stereo not drawn),-1%,21,16%,0%,1,29,2,-1%,6%,-4%
CC(C)c1ccccc1NC(=O)COc1ccc(C(=O)NCCc2ccccc2)cc1,2%[46.1 µM],2,-6%,0%,1,9,4,8%,?,3%
CCN1CCN(c2ccc(S(=O)(=O)N3CCOCC3)cc2NC(=O)c2ccc(F)cc2Cl)CC1,-1%,11,-3%,·,7,-27,·,1%,-2%,·
O=C(COc1ccc(Br)cc1CO)Nc1ccccc1,6%,-2,-4%,0%,-3,2,1,1%,?,0%
O=C(CSc1n[nH]c(-c2ccco2)n1)Nc1ccccc1,7%,-7,-3%,·,-8,-12,·,-3%,-8%,·
NC(=O)c1ccccc1OCC(=O)NS(=O)(=O)c1ccccc1,·,8,-5%,2%,14,-19,10,0%,9%,1%
O=C1CCc2cc(S(=O)(=O)Nc3ccc(C(F)(F)F)cc3)cc3c2N1CC3,1%,5,-1%,·,3,11,·,4%,18%,·
COc1cccc(C(=O)N(C)C(C)c2nc3ccccc3s2)c1 (stereo not drawn),-6%,4,3%,0%,1,1,0,2%,2%,-10%
C#CCOCCOCCOCCNc1nc(N2CCOCC2)nc(N2CCN(C(=O)[C@H](CCCCN)n3cc([C@@H](N)CO)nn3)CC2)n1,17%,9,-2%,-1%,0,-11,0,-18%,17%,15%
N#Cc1c(C(F)(F)F)cc(-c2ccco2)nc1SCc1ccncc1,-8%,-9,21%,-3%,-4,-3,7,-3%,?,-3%
O=C(CSc1nnc(-c2ccncc2)n1Cc1ccco1)N1c2ccccc2Sc2ccc(Cl)cc21,9%[46.1 µM],-1,5%,-4%,17,3,6,1%,15%,3%
NC(=O)/C=C\c1cn(-c2ccccc2)nc1-c1ccc2c(c1)OCCO2,0%[46.1 µM],-13,-2%,-2%,-5,-11,-1,7%,-16%,12%
COc1ccc(S(=O)(=O)Nc2nnc(C(C)C)s2)cc1,-4%,6,1%,-1%,-2,-4,1,0%,?,3%
Cn1cc(NC(=O)Nc2ccc(C(F)(F)F)cc2)c(C(F)(F)F)n1,0%,-1,-1%,-3%,-12,-5,-1,4%,-1%,-1%
O=C(c1cccc2ccccc12)C1CCCN(C(=O)CCc2cnccn2)C1 (stereo not drawn),5%,-1,-1%,0%,-2,-16,2,1%,0%,8%
COC(=O)c1ccc(NC(=S)N2CCN(Cc3cccc(C)c3)CC2)cc1,-1%,32,-1%,-9%,1,-14,1,-1%,6%,-2%
O=C(NCCCSc1ccccc1)c1cc(Cl)ccc1O,2%,?,-2%,-11%,3,-7,·,3%,?,-20%
CC(C)N1C(=O)CCC1C(=O)NCCc1ccccc1 (stereo not drawn),-2%,31,-2%,-1%,10,-9,2,1%,?,-8%
O=C(N/N=C/c1ccc([N+](=O)[O-])o1)c1cn(-c2ccccc2)nc1-c1ccc(F)cc1,-1%,-15,1%,0%,1,-93*,0,0%,-4%,-2%
Cc1cc(=O)cc(C)n1-c1ccc(Cl)cc1,7%,-5,1%,1%,8,1,0,5%,0%,4%
O=[N+]([O-])c1ccc(COc2ncnc3ccccc23)cc1,14%,3,4%,7%,-163*,57[activator],2,-11%,?,6%
COc1ccc(Cl)cc1C(=O)OCC(=O)N(C)CC(=O)Nc1ccc(F)cc1,2%,5,-6%,·,-9,-7,·,28%,?,·

# Fetched by compound from the entries so far:
SMILES,TCR activator,TSHR antagonist,A-T KAP1 phos,GALK inh,hERG WT inh,Giardia killer,Coupling enz,Tb PFK block,BCR signal inh,CXXC DNA block
Cc1cc(=O)cc(C)n1-c1ccc(Cl)cc1,7%,-5,1%,1%,8,1,0,5%,0%,4%
O=C(N/N=C/c1ccc([N+](=O)[O-])o1)c1cn(-c2ccccc2)nc1-c1ccc(F)cc1,-1%,-15,1%,0%,1,-93*,0,0%,-4%,-2%
N#Cc1c(C(F)(F)F)cc(-c2ccco2)nc1SCc1ccncc1,-8%,-9,21%,-3%,-4,-3,7,-3%,?,-3%
COC(=O)c1ccc(NC(=S)N2CCN(Cc3cccc(C)c3)CC2)cc1,-1%,32,-1%,-9%,1,-14,1,-1%,6%,-2%
O=C(NCCCSc1ccccc1)c1cc(Cl)ccc1O,2%,?,-2%,-11%,3,-7,·,3%,?,-20%
